GLS inhibitor = glutaminase GLS (human) inhibition | Potency, µM (highest dose often 45.5 µM), for the others: at the top dose activity change, negative = inhibition, usual class: inhibitors | 0.21% of 410,000 active | AID 624170 | GLS enzymatic activity, qHTS titration; note: potency is the fitted concentration of half-maximal effect; % is set by controls: 0 for no effect and ±100 for the full control effect
Target sequence (O94925 whole entry, looked up): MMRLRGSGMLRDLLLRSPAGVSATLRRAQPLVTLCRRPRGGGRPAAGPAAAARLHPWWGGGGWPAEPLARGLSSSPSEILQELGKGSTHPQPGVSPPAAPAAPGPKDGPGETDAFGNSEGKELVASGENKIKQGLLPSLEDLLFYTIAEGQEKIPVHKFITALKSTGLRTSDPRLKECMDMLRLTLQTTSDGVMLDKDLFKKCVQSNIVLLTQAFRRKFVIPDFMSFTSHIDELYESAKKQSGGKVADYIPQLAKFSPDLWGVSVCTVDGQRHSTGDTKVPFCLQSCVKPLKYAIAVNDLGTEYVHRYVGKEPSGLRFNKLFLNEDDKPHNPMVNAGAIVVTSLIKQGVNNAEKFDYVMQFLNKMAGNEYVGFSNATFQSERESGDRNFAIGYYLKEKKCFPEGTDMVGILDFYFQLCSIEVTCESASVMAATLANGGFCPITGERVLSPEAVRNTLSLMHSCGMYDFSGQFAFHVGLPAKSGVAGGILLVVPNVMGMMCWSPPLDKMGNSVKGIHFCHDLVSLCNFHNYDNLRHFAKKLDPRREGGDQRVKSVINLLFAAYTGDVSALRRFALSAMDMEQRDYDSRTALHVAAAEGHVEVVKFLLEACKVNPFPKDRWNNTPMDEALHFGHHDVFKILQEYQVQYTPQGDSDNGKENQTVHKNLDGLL
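hKGA in 45 mM KH2PO4 pH 8.2, 0.02% Tween-20 with pin-transferred compounds; 1 mM L-glutamine (stock) plus glutamate oxidase/HRP/Amplex Red coupling added. Fluorescence read initially and after 30 min at RT.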
ERG-DNA inh = blocks human ERG Ets domain binding to DNA; P11308; 0.028% of 370,000 active; fluorescence polarization, His-ERG Ets domain / labelled DNA; Potency, µM (top dose mostly 76.9 µM), for the others: at the highest dose FP activity, negative = inhibition, most hits filed as inhibitors; active = well fitted inhibition curve with a large enough effect in the polarisation, with a control signal flat; inconclusive = small, poorly fitted or top-dose-only effect, or effect the other way, or a change in a side signal; inactive = no such curve, though single readings can be large or run the other way; the % refers to the polarisation;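 note: polarization taken with two DNA probes labelled with fluorescein and Texas red; potency is the fitted concentration of half-maximal effect; % of control where 0% means no effect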
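His-tagged ERG Ets domain (1 uM in the protein solution; 300mM KCl, 50mM Tris-HCl, 1mM EDTA, 1mM DTT, pH 7.5) received compound, then a probe mix of 5 nM fluorescein-DNA and 100nM Texas-615-DNA. Fluorescence polarization was read for both dyes.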
JMJD2A Tudor = inhibitors of human JMJD2A Tudor domain; 4.4% of 390,000 active; O75164; Potency, µM (highest dose often 114 µM), inactives show at the top dose activity change, negative = inhibition, most hits filed as inhibitors; AID 504339; AlphaScreen JMJD2A-Tudor / H3K4me3 peptide binding; note: potency is the fitted concentration of half-maximal effect; % is set by controls: 0 for no effect and ±100 for the full control effect; nearly all actives have a fitted effect of over 50% in size
BAZ2B inh = BAZ2B (human) inhibition; 4.4% of 360,000 active; Q9UIF8; AlphaScreen BAZ2B-H3K14Ac peptide displacement; Potency, µM (series often up to 114 µM), for the others: at the top dose activity change, negative = inhibition, usual class: inhibitors; note: potency is the fitted concentration of half-maximal effect; % is set by controls: 0 for no effect and ±100 for the full control effect; nearly all actives have a fitted effect of over 60% in size
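Complex of BAZ2B and biotin-H3K14Ac (50 nM apiece) forms over 30 min at RT, then faces library compounds up to 110 uM for another 30 min; AlphaScreen beads added, 20 min dark incubation, luminescence read.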
G9a block = inhibitors of human histone lysine methyltransferase G9a | G9a H3K9 monomethylation, AlphaScreen, 2 h | 8.8% of 350,000 active | Potency, µM (doses to about 102 µM), without a hit: top-dose activity, negative = inhibition, hits mostly inhibitors | Q96KQ7; note: potency is the fitted concentration of half-maximal effect; % is set by controls: 0 for no effect and ±100 for the full control effect; nearly all actives have a fitted effect of over 75% in size
Target sequence (Q96KQ7 913-1193 limits assumed): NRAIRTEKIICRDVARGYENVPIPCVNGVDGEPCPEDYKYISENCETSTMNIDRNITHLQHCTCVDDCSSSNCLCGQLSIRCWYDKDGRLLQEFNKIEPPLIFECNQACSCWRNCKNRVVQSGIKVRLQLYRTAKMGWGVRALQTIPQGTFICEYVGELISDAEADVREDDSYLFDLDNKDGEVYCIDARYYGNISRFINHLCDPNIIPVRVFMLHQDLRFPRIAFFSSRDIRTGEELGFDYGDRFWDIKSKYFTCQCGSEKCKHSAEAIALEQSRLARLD
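G9a (20 nM) preincubated 15 min RT with compounds, then 500 nM biotinylated H3K9 peptide and 20 uM SAM added; 2 h RT reaction. Monomethyl-H3K9 product detected by AlphaScreen with anti-H3K9me1 antibody, streptavidin donor and anti-rabbit IgG acceptor beads.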
HP1b binding inh = HP1-beta chromodomain-methylated histone interaction inhibition | AlphaScreen HP1-beta / biotin-H3K9me3 peptide binding | Potency, µM (doses to about 114 µM), for the others: at the top dose activity change, negative = inhibition, most hits filed as inhibitors | 0.56% of 390,000 active; note: potency is the fitted concentration of half-maximal effect; nearly all actives have a fitted effect of over 70% in size; inactives centre near 23
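AlphaScreen: HP1-beta (50 nM) preformed 30 min with biotin-H3(1-18)K9me3 peptide (50 nM) in PBS pH 7.4, 0.01% Tween-20. Compound added for 30 min at RT, then streptavidin donor/nickel chelate acceptor beads (10 ug/mL) for 30 min.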
ALOX12 inh = inhibitors of human 12S-lipoxygenase ALOX12; P18054; purified 12hLO, xylenol orange hydroperoxide absorbance; Potency, µM (top dose mostly 108 µM), inactives show at the top dose activity change, negative = inhibition, actives largely listed as inhibitors; 1.1% of 580,000 active; note: potency is the fitted concentration of half-maximal effect; % is set by controls: 0 for no effect and ±100 for the full control effect
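Purified human 12hLO at 150 nM in 25 mM Hepes, 0.01% Triton X-100, pH 7.0, preincubated 15 min at room temperature with compound. Reaction started with 40 uM arachidonic acid, 30 min at room temperature. Hydroperoxide measured by Fe-xylenol orange, 573/405 nm absorbance ratio.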
PI4K2A block = inhibitors of human PI4K2A; Q9BTU6; purified PI4K2A, ADP-Glo luminescence, 1 h; hits give low values; activity change, negative = inhibition, % at 76.9 µM; 0.13% of 420,000 active; in the data active = activity change below about -50%; inconclusive = mostly about -30% to -49%;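 note: -100% = wells without enzyme as full effect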
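Compounds are screened against recombinant PI4K2A using PI as substrate and ATP, the latter dispensed at 300 microM. Reactions run one hour at ambient temperature before ADP-Glo detection; full inhibition defined by wells lacking enzyme.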
RGS4 inh = inhibitors of human regulator of G protein signaling 4. P49798. Transcreener GDP fluorescence polarization, RGS4-accelerated GTP hydrolysis. Potency, µM (doses to about 114 µM), for inactives: top-dose activity change, negative = inhibition, usual class: inhibitors. 0.039% of 390,000 active; note: potency is the fitted concentration of half-maximal effect; % is set by controls: 0 for no effect and ±100 for the full control effect; nearly all actives have a fitted effect of over 75% in size; some results filed as inactive show a strong effect at the top dose
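MLSMR compounds (23 nl, pin-transferred) preincubated 10 min at room temperature with a 500nM (2x) first reagent, then RGS4 at 900nM (2x) plus Transcreener GDP mix added; fluorescence polarization (620/688 nm) read before and after 90 min at 30 °C.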
Starred values were filed as active, the others as inactive; ? = inconclusive; / = no result given; & = joins results of further samples; [ ] = remark or other dose. Unless noted, calls come from the whole dose curve; as a rule, active = well fitted curve in the direction sought with a large enough effect; inconclusive = small, poorly fitted or top-dose-only effect, or another doubt; inactive = no such curve, though single readings can be large; an effect the other way counts as inactive or inconclusive. Only part of the results is shown (hit frequency here may not be typical).

SMILES	GLS inhibitor	ERG-DNA inh	JMJD2A Tudor	BAZ2B inh	G9a block	HP1b binding inh	ALOX12 inh	PI4K2A block	RGS4 inh
COc1ccc(C(=O)Nc2nnc(S(=O)(=O)N(C)Cc3ccc(F)cc3)s2)cc1OC	-8%	2%	-21%	-15%	-18%	30%	26%	1	13%
COc1cccc(NC(=O)CCC2CCN(C(=O)c3sccc3C)CC2)c1	-3%	-4%	-7%	-5%	/	40%[activator]	-39%	6	-32%
CC(=O)c1c(C)[nH]c(C(=O)N(CCc2ccccc2)Cc2ccccc2)c1C	2%	1%	?	?	-45%	14%	-1%	0	3%
COc1ccc(N(C(=O)c2ccccc2C)S(=O)(=O)c2ccc(C)cc2)cc1	-20%	-1%	-7%	-1%	4%[59 µM]	40%	-21%	2	-7%
CC1(C)CC(=O)c2sc(NC(=O)CN3C(=O)CCC3=O)nc2C1	1%	3%	-11%	10%	?	26%	-1%	-1	-4%
O=C(O)CSc1nnc(-c2ccc(O)cc2)o1	-20%	1%	-2%	-21%	-9%[59 µM]	30%	-22%	-4	-2%
CCOc1ccc(NC(=O)Cn2c(=O)n(CCCC(=O)NCc3ccc4c(c3)OCO4)c(=O)c3ccccc32)cc1	7%	7%	-5%	-1%	-30%[59 µM]	13%	-25%	-1	10%
CCOc1ccc2c(S(=O)(=O)O)cccc2c1[N+](=O)[O-]	4%	9%	-23%	/	/	7%	-11%	6	4%
O=C(c1ccccc1)c1ccc(OCCCN2CCCC2)cc1	1%	7%	10µM*	?	2.5µM*	?	?	4	22%
COc1ccc2nc(NC(=O)C3CCN(S(=O)(=O)c4cnc[nH]4)CC3)sc2c1	23%	4%	-23%	-4%	9%[12.7 µM]	28%	0%	-5	-9%
Cc1ccc(C2CN(CCC(N)=O)C(=O)CO2)cc1 (stereo not drawn)	-2%	-7%	-22%	-5%	8%[2.33 µM]	27%	?	1	-28%
COc1cc(CCCN2C(=O)C(=O)NC[C@@H]2CCCCN)cc(OC)c1OC	0%	-7%	-25%	-14%	5%[59 µM]	37%[activator]	6%	-4	-10%
CC(C)N(Cc1ccccc1)C(=O)CN1C(=O)COc2ccc(S(=O)(=O)NC3CCCC3)cc21	-1%&-4%	-1%&-1%	-20%&-14%	-12%&-2%	3%&4%[59 µM]	17%&11%	?	4&-1	22%&-11%
COc1cc(/C=N/NC(=O)[C@H](Cc2c[nH]c3ccccc23)NC(=O)OCC(C)C)cc([N+](=O)[O-])c1O	19%	11%	?	40µM*	?	-17%	-24%	-4	-15%
Cc1ccc(OCC(=O)N(Cc2cccs2)C2CCS(=O)(=O)C2)cc1 (stereo not drawn)	-11%	-8%	8%	-9%	1%	22%	0%	4	-37%
CN1CCN(S(=O)(=O)c2ccc(Cc3ccc(S(=O)(=O)N4CCN(C)CC4)cc3)cc2)CC1	1%	-2%	-23%	5%	-3%[59 µM]	6%	11%	0	6%
Cc1ccc(NS(=O)(=O)c2ccc(NC(=O)CSc3ccc(Cl)cc3)cc2)c(C)c1	3%	7%	2%	-1%	-6%[59 µM]	24%	32µM*	2	-4%
CC(OC(=O)CN1C(=O)NC(C)(C)C1=O)C(=O)c1ccccc1 (stereo not drawn)	3%	-8%	-4%	9%	14%[59 µM]	23%	10%	-18	8%
COc1cc(CNC(C)C)ccc1OCC(=O)Nc1cccc2ccccc12	-1%	8%	-12%	-20%	10%	33%	450%[activator]	-4	-21%
COc1ccc2c(c1O)Cc1ccccc1C2=O	8%	5%	?	?	?	-36%	/	1	-20%
N#CC1=C(S)N(c2ccc(F)cc2)C(c2ccco2)NC1=O (stereo not drawn)	-6%	-3%	-20%	-27%	8.9µM*	-7%	45µM*	-2	?
COC(=O)c1sccc1NC(=O)CC1C(=O)NCCN1C(=O)Nc1ccc(F)cc1F (stereo not drawn)	-13%	-8%	-8%	-2%	24%[59 µM]	48%[activator]	5%	1	-3%
COc1ccc(CCNC(=O)CCCn2c(=O)c3cccn3c3ccccc32)cc1OC	-5%	-1%	-30%	?	-48%[59 µM]	-3%	-21%	0	5%
COc1ccc2[nH]c(=O)c(CN(Cc3cccs3)S(=O)(=O)c3c(C)ccc4nsnc34)cc2c1	-7%	12%	?	-1%	-8%[12.7 µM]	?	-15%	-2	-11%
CC(=O)N/N=C(\C)CC(=O)NC(C)(C)C	0%	1%	-4%[11.4 µM]	-20%	25%	-3%	0%	-6	?
COc1cc2c(cc1OC)CN(Cc1cc(=O)oc3cc(C)c(Cl)cc13)CC2	-9%	-15%	-15%	-9%	10µM*	30%	-9%	-4	7%
O=c1[nH]c(SCc2ccccc2)nc2c1CCCC2	0%	-3%	10%	11%	-8%[59 µM]	34%	-14%	1	9%
O=C(/C=C/c1cccc([N+](=O)[O-])c1)Nc1ccc(NC(=O)c2cccs2)cc1	5%	-1%	?	-8%	0%[59 µM]	-13%	?	-4	-19%
CCCOc1ccc(/C=C/C(=O)N2CCN(c3ccccn3)CC2)cc1	-7%	11%	-4%	-18%	22%	55%[activator]	-10%	3	-28%
CCC(CC)C(=O)Nc1cccc(C(=O)NCc2ccco2)c1	-15%	0%	?	56µM*	?	16%	-7%	0	-21%
COc1ccc(C(=O)CSc2nnc(CCc3ccccc3)n2-c2ccccc2)cc1	-4%	-1%	56µM*	-1%	40µM*	17%	?	4	-10%
Clc1ccc2nc(N3CCCCC3)[nH]c2c1	18%	7%	-17%	9%	-45%	16%	-15%	-5	-7%
CCc1ccc(N2CCN(C(=O)c3ccc(OC)c(OC)c3)CC2)cc1	18%	-6%	-21%	-7%	-10%[59 µM]	40%[activator]	263%[activator]	1	-15%
Cc1ccccc1N(C)S(=O)(=O)c1nnc(NC(=O)C(C)C)s1	-4%	1%	?	?	?	-14%	-18%	0	-25%
C=CCN(C(=O)CCC(=O)Nc1cc(C)on1)C(C(=O)NC(C)(C)C)c1cccc(OC)c1OC (stereo not drawn)	8%	4%	-5%	/	8%[59 µM]	29%	-3%	-2	3%
COc1ccc(N2CC(NC(=O)C3CC3)CC2=O)cc1 (stereo not drawn)	-8%	4%	-8%	-5%	-8%[59 µM]	-11%	11%&-6%	1	-5%
CCOC(=O)CNC(=O)CSc1nc(-c2ccc(OC)cc2)ns1	35%[activator]	-2%	-16%	-12%	18µM*	?	-25%	2	-27%
Cc1c(C)n(CCc2ccccc2)c2ncnc(NCCCN(C)C)c12	15%	4%	?	45µM*	-19%[2.33 µM]	?	2%	-4	-1%
N#C/C(=C\c1cccc(O)c1)C(=O)Nc1ccc2c(c1)OCCO2	-2%	2%	-17%	-8%	/	10%	-13%	3	6%
COc1ccc(CCNC(=O)C(=O)NCC(c2cccs2)S(=O)(=O)c2ccc(F)cc2)cc1 (stereo not drawn)	-12%	-11%	-6%	5%	-33%[59 µM]	38%	0%	5	-17%

Just JMJD2A Tudor, ERG-DNA inh and HP1b binding inh (3 entries from above):
| compound | JMJD2A Tudor | ERG-DNA inh | HP1b binding inh |
| --- | --- | --- | --- |
| CCOC(=O)CNC(=O)CSc1nc(-c2ccc(OC)cc2)ns1 | -16% | -2% | ? |
| C=CCN(C(=O)CCC(=O)Nc1cc(C)on1)C(C(=O)NC(C)(C)C)c1cccc(OC)c1OC (stereo not drawn) | -5% | 4% | 29% |
| N#C/C(=C\c1cccc(O)c1)C(=O)Nc1ccc2c(c1)OCCO2 | -17% | 2% | 10% |

Continuation.
SMILES	GLS inhibitor	ERG-DNA inh	JMJD2A Tudor	BAZ2B inh	G9a block	HP1b binding inh	ALOX12 inh	PI4K2A block	RGS4 inh
O=C(Nc1ccc(NC(=O)c2ccccc2F)cc1)c1ccccc1F	4%	-7%	-17%	-19%	7%	44%[activator]	-16%	3	-22%
CN(C)c1cccc(C(=O)NCC2CCCO2)c1 (stereo not drawn)	36%[activator]	6%	0%	-27%	?	26%	432%[activator]	-2	-9%
CCCN(CC(=O)Nc1ccccc1C)C(=O)/C=C/c1cccs1	0%	/	-7%	1%	35%[59 µM]	44%[activator]	2%	6	-17%
O=C(CN1C(=O)NC2(CCc3ccccc32)C1=O)NCCc1ccccc1 (stereo not drawn)	2%	1%	-27%	-5%	7%[2.33 µM]	25%	8%	-3	-8%
CCCn1c(NCc2ccccc2F)nc2ccccc21	17%	-3%	4%	-5%	13%[59 µM]	36%	-3%	4	-31%
CCc1ccc(NC(=O)CCNC(=O)Cn2ccc3ccccc3c2=O)cc1	?	2%	-27%	3%	2%	-17%	5%	-2	-2%
O=C(NCCN1CCOCC1)c1ccccc1Oc1ccccc1	11%	5%	-2%	-1%	4%[12.7 µM]	38%	0%	-5	-37%
O=c1c2ccccc2nc2n1CCCN2	-8%	-5%	-8%[11.4 µM]	-16%	10%	24%	-5%	-2	-9%
CCCCn1c(NC(C)CC)nc2c1c(=O)[nH]c(=O)n2C (stereo not drawn)	15%	-4%	6%	-4%	-10%	35%	0%	3	-11%
O=C1c2ccccc2C(=O)N1CCCn1ccnc1	-4%	0%	1%	?	/	29%	53%[activator]	-3	2%
CC(=O)Nc1ccc(C=NNc2ccc(S(=O)(=O)Nc3ccccc3C(=O)O)cc2[N+](=O)[O-])cc1	?	101%[activator]	50µM*	/	/	?	?	-3	-7%
COc1ccc2c(CN3CCN(S(=O)(=O)c4cccs4)CC3)cc(=O)oc2c1	3%	-11%	-23%	-3%	22%[59 µM]	?	15%	-12	9%
Cc1ccc(-c2noc(CNC(=O)COc3ccccc3C)n2)cc1	-7%	5%	17%	-4%	/	40%[activator]	-15%	-5	-33%
